NR1D1 modulator = modulators of Rev-erb alpha DNA binding, primary screen, biochemical, FITC-DNA, fluorescence polarization, uHTS; Rev-erbα–FITC-DNA binding, 90 min; Nuclear receptor subfamily 1 group D member 1 (Homo sapiens), P20393; 0.79% of 370,000 active; activity, % at 10 µM; AID 1259318, 2017;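 active = activity above about 14%, limit read from the data; passing the limit was not always enough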;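 also: 0% = DMSO wells with 35 nM protein and 100% = DMSO wells with 750 nM protein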
Tn6 DDE FP = inhibitors of Tn6 peptide binding to fibrin DD(E), primary screen, biochemical, fluorescence polarization, human fibrin, Tn6 probe; inhibition, % at 8.3 µM; Fibrin DD(E) TRITC-Tn6 fluorescence polarization displacement; 0.21% of 370,000 active; AID 720509, 2013; Fibrinogen beta chain (Homo sapiens), P02675;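 active = inhibition above a per-campaign cutoff: mean of compounds within control limits plus 3 SD, cut at about 15% in these data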;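 also: 0% = median of all compound wells on the plate and 100% = blocking peptide control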
DDE Tn7 FP inh = inhibitors of Tn7 peptide binding to fibrin DD(E), primary screen, biochemical, fluorescence polarization, human fibrin, Tn7 probe; 0.13% of 370,000 active; inhibition, % at 8.3 µM; Fibrinogen beta chain (Homo sapiens), P02675; FP displacement of FITC-Tn7 peptide from fibrin DD(E); 0% = median of compound wells per plate;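 active = inhibition above the mean of compounds falling within the control limits plus 3 SD of them, cut at about 14% in these data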;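 also: 0% = plate median of compound wells and 100% = 10 µM Aha-Tn7 peptide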
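system = human fibrin DD(E) protein | quantity = DD(E) 2 µM final | medium = Tris/NaCl/CaCl2 buffer, pH 7.8 | also added = labelled Tn7 tracer, 0.1 µM | compound dosing = single point at 8.3 µM | timing = compound with protein 10 min, then 3 h after probe, room temperature | signal = FP measurement | benchmarks = Aha-Tn7 high control | repeats = one replicate per compound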
sPLA2-III inh = human group III sPLA2 inhibitors, primary screen, biochemical, QFRET, BODIPY PC-A2 liposome substrate; Group 3 secretory phospholipase A2 (Homo sapiens), Q9NZ20; QFRET BODIPY PC-A2 liposome hydrolysis, fluorescence; inhibition, % at 12.2 µM; 0.56% of 370,000 active; AID 743126, 2013;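 active = inhibition above mean plus 3 SD of compounds lying within the high and low control bounds, cut at about 19% in these data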;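 also: 0% = median of test compound wells and 100% = no enzyme DMSO wells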
UHRF1 binding = UHRF1 methylated DNA binding inhibitors, primary screen, counter-screen for MBD2 inhibitor project, biochemical, TR-FRET, human UHRF1, single concentration; E3 ubiquitin-protein ligase UHRF1 (Homo sapiens), Q96T88; UHRF1 binding to methylated oligo; inhibition, % at 4.4 µM; 0.75% of 370,000 active; in the data active = inhibition above about 21%;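 also: UHRF1 SRA domain binding a hemimethylated CpG hairpin DNA probe; 0% = median of test compound wells and 100% = reference inhibitor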
Target sequence (Q96T88 whole entry, looked up, the tested form may be a part): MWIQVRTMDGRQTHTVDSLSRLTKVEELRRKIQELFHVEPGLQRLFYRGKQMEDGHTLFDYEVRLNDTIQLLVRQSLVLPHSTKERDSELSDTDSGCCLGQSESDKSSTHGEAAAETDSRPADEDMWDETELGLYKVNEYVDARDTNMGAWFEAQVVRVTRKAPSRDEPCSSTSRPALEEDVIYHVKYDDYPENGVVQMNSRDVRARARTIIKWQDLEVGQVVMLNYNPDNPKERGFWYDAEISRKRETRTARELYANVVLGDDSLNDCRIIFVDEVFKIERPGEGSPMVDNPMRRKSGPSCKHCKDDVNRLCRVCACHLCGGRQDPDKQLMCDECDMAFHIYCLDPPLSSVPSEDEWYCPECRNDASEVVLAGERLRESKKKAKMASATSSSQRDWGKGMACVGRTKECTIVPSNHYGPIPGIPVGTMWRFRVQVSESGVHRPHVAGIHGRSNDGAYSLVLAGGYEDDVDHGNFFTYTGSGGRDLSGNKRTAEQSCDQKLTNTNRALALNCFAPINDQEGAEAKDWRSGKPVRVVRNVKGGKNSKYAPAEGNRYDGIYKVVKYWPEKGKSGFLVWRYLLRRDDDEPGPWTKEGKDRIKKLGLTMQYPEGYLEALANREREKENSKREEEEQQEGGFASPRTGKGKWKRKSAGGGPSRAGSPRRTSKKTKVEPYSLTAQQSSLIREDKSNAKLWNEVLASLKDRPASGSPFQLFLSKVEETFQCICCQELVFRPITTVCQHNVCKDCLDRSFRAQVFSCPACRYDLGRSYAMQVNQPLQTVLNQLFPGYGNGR
ARFGAP1 inhibitor = inhibitors of rat ARFGAP1 GAP activity, primary screen, biochemical, fluorescence polarization, GDP tracer. ADP-ribosylation factor GTPase-activating protein 1 (Rattus norvegicus), Q62848. Arfgap1-stimulated ARF1 GTP hydrolysis, GDP FP detection. inhibition, % at 16.5 µM. 0.26% of 360,000 active. AID 651572, 2012;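 active = inhibition above a per-plate limit, mean inhibition of low control wells plus 3 SD, cut at about 25% in these data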;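 also: 0% = DMSO wells with enzyme and 100% = wells lacking Arfgap1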
Target sequence (Q62848 1-136 limits assumed): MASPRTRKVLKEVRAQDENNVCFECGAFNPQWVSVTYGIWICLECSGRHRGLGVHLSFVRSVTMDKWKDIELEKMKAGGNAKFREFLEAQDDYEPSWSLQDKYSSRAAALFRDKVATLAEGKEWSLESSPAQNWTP
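Material: rat Arfgap1 catalytic domain, aa 1-136; also added: human ARF1(Δ1-17)-GTP substrate; compound dosing: one concentration, 16.5 µM, DMSO 1.26%; incubation: GTP hydrolysis reaction 2 h at 25 °C; measured by: Tracer-displacement fluorescence polarization with EDTA stop, 620/688 nm; evaluation: % inhibition from polarization; repeats: one replicate per compound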
PLC-beta3 inh = human PLC-beta3 inhibitors, primary screen, biochemical, fluorescence. inhibition, % at 12.2 µM. 0.18% of 370,000 active. Purified PLC-beta3, fluorogenic substrate; in the data active = inhibition above about 11%;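 also: 0% = median of compound wells on plate and 100% = full blocker control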
PLC-gamma1 inh = PLC-gamma1 enzyme inhibitors, primary screen, biochemical, fluorescence, purified enzyme | 1-phosphatidylinositol 4,5-bisphosphate phosphodiesterase gamma-1 (Homo sapiens), P19174 | fluorogenic substrate | inhibition, % at 12.2 µM | 0.84% of 370,000 active | AID 720700, 2013; in the data active = inhibition above about 9.5%
KLK7 zymogen act = proKLK7 zymogen activators, primary screen, biochemical, fluorescence intensity | purified proKLK7, EDANS-DABCYL substrate fluorescence; 100% is mature enzyme control, 0% vehicle | Kallikrein-7 (Homo sapiens), P49862 | AID 652039, 2013 | activation, % at 7 µM | 0.9% of 370,000 active;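 active = activation above the mean of all tested compounds plus 3 SD, computed per campaign excluding outliers beyond control limits, cut at about 13% in these data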
ASAP1 GAP inh = inhibitors of human ASAP1 ArfGAP activity, primary screen, biochemical, fluorescence polarization. Arf-GAP with SH3 domain, ANK repeat and PH domain-containing protein 1 (Homo sapiens), …. ASAP1-stimulated ARF1 GTP hydrolysis, GDP FP detection. inhibition, % at 16.5 µM. 0.19% of 360,000 active. AID 624377, 2012; in the data active = inhibition above about 25%;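 also: 0% = vehicle with enzyme and substrate and 100% = no enzyme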
* hit, by the source's call; i = inactive; · = not tested or not shown. An unsorted share of the library; 4.5% or so of the library scored in one or more.

SMILES	NR1D1 modulator	Tn6 DDE FP	DDE Tn7 FP inh	sPLA2-III inh	UHRF1 binding	ARFGAP1 inhibitor	PLC-beta3 inh	PLC-gamma1 inh	KLK7 zymogen act	ASAP1 GAP inh
CCOc1ccc(S(=O)(=O)NCCC(=O)N2CCN(Cc3ccccc3)CC2)cc1	1	3	0	-2	-1	2	-7	-2	0.2	-22
O=S(=O)(NCc1ccco1)c1cccc(S(=O)(=O)N2CCCCC2)c1	2	3	-3	-2	-1	5	1	3	0.2	-8
Cc1ccc(C)c(N2CCN(CCCNC(=O)Cn3cc4c(n3)CCCCC4)CC2)c1	-1	7	0	-7	2	16	0	4	-0.8	10
O=C(O)CCCN=CC1=C(O)CNC1=O	4	-4	1	-5	0	-1	2	-2	-0.1	6
CC1=CC2=NC(=O)/C(=C\c3cccn3CCOc3ccccc3)C(=N)N2O1	6	-5	-2	-7	1	14	-2	2	0.2	9
O=C(O)[C@@H]1Cc2ccccc2N1	9	0	6	-11	6	8	-19	-11	-0.5	3
CC1=CC(C)C(=O)N(CCN2CCOCC2)C(C)=C1 (configuration not stated)	-5	2	-3	-3	6	-14	4	-1	0.1	0
O=C(c1ccco1)N1CCN(C(c2ccc(Cl)cc2)c2nnnn2CC2CCCO2)CC1 (configuration not stated)	-6	-5	-3	-5	-2	8	-1	-1	-0.5	-6
COc1cc2c(cc1OC)C(=O)N1[C@H]3c4cc(C)ccc4OC[C@@H]3[C@H](c3ccccc3)[C@]1(C)C(=O)N2	1	-7	-9	-12	-3	8	-10	-8	-1.0	-7
O=C(Nc1ccccc1F)C1CCCN(S(=O)(=O)c2ccc(-n3cnnn3)cc2)C1 (configuration not stated)	-1	0	0	-4	2	-5	-4	1	0.3	-2
CN(C(=O)CSc1ncccc1C(=O)O)c1ccccc1	5	-2	2	-3	10	7	4	3	-0.5	0
COC(=O)C1NN=C(C(=O)c2ccc(Cl)cc2)C1c1ccc(OC)cc1 (configuration not stated)	3	-2	1	-39	-6	-12	4	2	0.1	15
CN(C(=O)Cn1nc(C(=O)O)c2ccccc2c1=O)c1ccccc1	1	-10	7	12	2	-1	-8	-2	-0.3	-8
Cc1ccccc1C(=O)NC1CCN(CC(=O)NCc2cccs2)CC1	-2	6	-9	7	4	2	1	4	-0.2	-1
CN(C)[C@H]1CCN(c2ccc3c(c2)O[C@@H]2CCN(C2)S3(=O)=O)C1	-6	-2	-4	2	16	·	-3	-7	0.3	·
O=c1c2ccccc2sc2ccc(NCCCN3CCOCC3)cc12	2	0	-5	-11	0	1	-70	-48	1.1	15
CC(C)(C)c1ccc(CC(=O)N2CCC2(C)C(=O)NCCC#N)cc1 (configuration not stated)	-9	10	5	7	-1	-1	2	0	-0.5	4
O=C1NN(c2ccccc2)C(=O)/C1=C/c1coc2ccccc2c1=O	-2	-8	8	-16	4	-16	-34	-29	7.5	-13
Cc1cccc(C)c1NC(=O)NN(C(=O)c1ccccc1)C(C)(C)C	-1	-5	-1	2	0	5	3	1	0.0	1
C[C@H](CO)N1C[C@H](C)[C@@H](CN(C)Cc2ccc(C(=O)O)cc2)OCc2cnnn2CCCC1=O	-3	-6	5	5	0	0	2	-1	-0.6	8
C#CCNC(=O)C[C@H]1C(=O)N(CCc2ccc(Cl)cc2)C2=CCCC[C@@]21C(=O)OCC	-1	8	7	-6	-1	·	0	0	0.0	·
O=C(c1ccc(-n2cccn2)cc1)N1CCN(c2ncccc2C(F)(F)F)CC1	-5	3	-5	-4	2	3	-8	-3	0.8	4
CCOC(=O)c1c(NC(=O)CSc2nnc(-c3c[nH]c4ccccc34)n2CCOC)sc2c1CCCCC2	3	-6	-2	-8	2	1	-5	-1	0.0	-2
O=C(CSc1nc2ccc([N+](=O)[O-])cc2[nH]1)c1ccc(Cl)cc1	-2	-5	0	-17	7	0	-3	3	0.0	21
CC/C(C)=N/Nc1cccc([N+](=O)[O-])c1	1	4	0	3	0	4	2	3	-0.2	3
Cc1ccc(-n2ncc3c(=O)[nH]c(SC(C)C)nc32)cc1	2	-1	3	-14	-2	-6	1	0	0.2	3
COc1ccc(CN2C(=O)c3cccnc3C2=O)cc1S(=O)(=O)N(C)Cc1ccco1	6	-4	4	9	1	-3	-5	1	0.1	-2
CCn1c(C)cc(/C=C2/SC(=O)N(C(C)C(=O)OC)C2=O)c1C (configuration not stated)	-4	-3	1	19	0	-8	-25	-12	0.0	-2
CCCCSc1nnc(CSc2nc3nc(C)cc(C)n3n2)o1	2	0	4	5	2	1	-2	0	-0.1	-1
COc1cccc(CNC(=O)CCNS(=O)(=O)c2ccc(Br)s2)c1	-8	4	5	1	-2	-2	-7	-2	-0.2	3

3 entries out of the list above, ordered by their value in Tn6 DDE FP, highest first:
SMILES,Tn6 DDE FP
CC/C(C)=N/Nc1cccc([N+](=O)[O-])c1,4
Cc1ccc(-n2ncc3c(=O)[nH]c(SC(C)C)nc32)cc1,-1
CCn1c(C)cc(/C=C2/SC(=O)N(C(C)C(=O)OC)C2=O)c1C (configuration not stated),-3

The listing continues:
SMILES	NR1D1 modulator	Tn6 DDE FP	DDE Tn7 FP inh	sPLA2-III inh	UHRF1 binding	ARFGAP1 inhibitor	PLC-beta3 inh	PLC-gamma1 inh	KLK7 zymogen act	ASAP1 GAP inh
Cc1nc(CS(=O)c2ccc(Cl)cc2)cc(N2CCOCC2)n1 (configuration not stated)	0	6	-4	8	1	1	5	6	-0.4	13
CC(NS(=O)(=O)c1cccc(C(=O)NCc2ccncc2)c1)c1ccccc1 (configuration not stated)	6	3	4	-2	0	-4	-6	8	0.0	-10
COc1cc(Br)c(-c2sc(Nc3ccccc3)n[n+]2-c2ccccc2)cc1OC	-1	-3	0	1	-1	2	2	1	-0.1	-2
Fc1cccc(Cc2c(-c3ccco3)nc3c4ccccc4ccn23)c1	-6	3	-7	6	20	-7	-49	-34	-3.9	-1
O=C(N/C(=C\c1ccc([N+](=O)[O-])cc1)C(=O)N1CCCCC1)c1ccccc1Br	10	4	7	-1	-7	-9	-11	-7	-0.1	-3
Cc1cc(C(=O)CSc2nc3ccccc3[nH]2)c(C)n1CC1CCCO1 (configuration not stated)	-6	5	7	-8	1	9	-9	1	0.9	-6
O=C(NCCCN1CCOCC1)c1c(F)cccc1F	-5	4	-4	3	-1	4	-1	2	0.2	5
COc1ccc2cc(/C=N/O)c(Cl)nc2c1	-6	1	0	-3	-7	8	-14	-10	-0.5	2
N#Cc1nc(-c2ccc(Cl)cc2)oc1NCC1CCCO1 (configuration not stated)	-3	-9	-2	4	2	8	i	i	5.8	1
COc1cc(C(=S)N2CCCC2)cc(OC)c1OC	5	3	8	9	-1	11	-8	1	0.5	-8
COc1ccc(CNc2c(C(=O)O)cnc3c2cnn3C)cc1	2	-4	-2	-4	0	1	-1	1	0.5	-10
CCOC(=O)N1CCN(C(=O)CSc2nnc(Cn3c(=O)sc4ccccc43)n2C)CC1	-2	2	1	12	1	1	0	0	-0.9	12
O=C(COC(=O)CCN1C(=O)C2CC=CCC2C1=O)NCCc1ccc(F)cc1 (configuration not stated)	-3	-6	2	2	-2	-9	-8	-1	0.2	-4
COC(=O)c1c(N)sc(C(=O)N2CCOCC2)c1C	4	2	0	0	1	0	4	5	-0.2	-2
CCOC(=O)c1nnn(-c2nonc2-n2cccc2)c1CCl	-3	2	1	-3	3	-3	-2	-1	-0.5	3
Cc1ccc(C)c(-n2c(-c3ccc4c(c3)OCO4)n[nH]c2=S)c1	2	-3	-5	12	-2	-10	-13	-6	-1.5	9
CCC(=O)Nc1nnc(S(=O)(=O)N(C)Cc2ccco2)s1	5	-3	-2	3	21*	2	-8	0	0.2	12
CC1=C(C(=O)N2CCOCC2)CC(CC(=O)NC2CCCC2)C(=O)N1CCCN1CCCC1=O (configuration not stated)	1	-2	-4	0	-1	-6	4	2	-0.6	-7
CCOC(=O)c1c(N=CN(C)C)c(C#N)n2c1CCC2	-5	10	-2	9	-1	-1	0	-2	0.2	2
Cn1c[n+](C)cc1-c1ccc(/C(N)=N/O)cc1	3	4	9	2	-1	12	1	0	0.3	-1
CC(C)(C)OC(=O)N[C@@H](Cc1ccccc1)c1nnc(S(=O)(=O)Cc2ccccc2)o1	-6	-3	-3	-12	0	3	9	4	-0.9	0
COc1ccc(N(CC(=O)Nc2cc(Cl)ccc2OC)S(=O)(=O)c2c(C)[nH]c(=O)[nH]c2=O)cc1	8	8	-6	-29	0	5	-5	1	0.1	6
CC(C)CC(=O)NC(=S)Nc1ccc(N2CCN(C(=O)c3cccs3)CC2)cc1	2	-5	8	3	-2	1	-4	-1	0.1	-3
O=C(COC(=O)c1ccc([N+](=O)[O-])o1)Nc1ccc(Br)cc1F	0	-4	4	-7	-2	0	-7	-17	0.4	-2
NC(=O)NCc1ccc(C(=O)OCc2ccncc2)cc1	-6	2	-2	10	4	-1	2	3	0.3	13
N=c1c(C(=O)NCc2ccccc2)cc2c(=O)n3ccccc3nc2n1CCCN1CCOCC1	-5	0	2	-2	-3	3	-325	-282	13*	0
C/C(CC(=O)Nc1ccc(N(C)C)cc1)=N\NC(=O)C(=O)NCc1ccccc1	-6	0	-3	-4	-3	0	-1	2	0.8	2
CCCCN1C(=O)C(CC(=O)NC2CC2)CC(C(=O)N(C(C)C)C(C)C)=C1C (configuration not stated)	1	11	2	11	-1	-7	-2	-2	-0.4	-5
CC(C)N1CC(C(=O)Nc2ccc(C#N)cc2)CC1=O (configuration not stated)	2	1	4	2	0	-1	-2	2	-0.3	2
COc1ccc(N(C(=O)c2ccncc2)S(=O)(=O)c2ccc3c4c(cccc24)C(=O)N3C)cc1	-4	0	1	3	1	3	-20	-15	-1.2	12
